Screening results: PubChem, several laboratories
MazEF act – MazEF (E. coli) toxin RNase activation. P0AE70. activation, % at 20 µM. FAM/BHQ RNA-DNA oligo cleavage fluorescence, 5 h. 350,000 tested, 0.32% active; in the data active means activation above about 50%
Target sequence (P0AE70 whole entry, looked up): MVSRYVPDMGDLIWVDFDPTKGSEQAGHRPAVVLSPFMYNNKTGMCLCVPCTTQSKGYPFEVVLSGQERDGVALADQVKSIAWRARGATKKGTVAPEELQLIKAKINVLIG
FadD28 binding – blocks FadD28 binding to the bisubstrate probe | fluorescence polarization | inhibition, % at 12.5 µM | 360,000 tested, 0.22% active | AID 588549; in the data active means inhibition above about 8.5%, passing the limit was not always enough; inconclusive means no clear call, values can overlap the other calls
UGM FP inh – Mtb UDP-galactopyranose mutase inhibition | purified UGM, fluorescence polarization probe displacement | inhibition, % at 10 µM | 320,000 tested, 0.06% active | AID 504406; in the data active means inhibition above about 10%, passing the limit was not always enough; inconclusive means no clear call, values can overlap the other calls
Target sequence (P9WIQ1 whole entry, looked up): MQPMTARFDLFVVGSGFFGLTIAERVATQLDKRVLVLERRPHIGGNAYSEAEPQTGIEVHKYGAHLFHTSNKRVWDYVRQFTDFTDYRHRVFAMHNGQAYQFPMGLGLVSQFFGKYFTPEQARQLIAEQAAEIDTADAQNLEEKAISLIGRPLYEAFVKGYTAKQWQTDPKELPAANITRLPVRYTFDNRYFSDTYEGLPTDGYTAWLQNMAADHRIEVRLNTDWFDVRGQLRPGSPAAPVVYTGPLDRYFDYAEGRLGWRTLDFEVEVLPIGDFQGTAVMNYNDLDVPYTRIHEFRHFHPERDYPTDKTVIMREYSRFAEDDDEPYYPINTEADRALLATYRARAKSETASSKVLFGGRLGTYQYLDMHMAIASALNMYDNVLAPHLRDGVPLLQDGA
Rv3671c protease – inhibits the M. tuberculosis serine protease Rv3671c; P9WHR9; inhibition, % at 5.96 µM; 320,000 tested, 0.048% active; AID 2606; in the data active means inhibition above about 38%;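 further: extracellular domain of Rv3671c used as enzyme; 0% = enzyme with DMSO and 100% = no enzyme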
Target sequence (P9WHR9 whole entry, looked up, the tested form may be a part): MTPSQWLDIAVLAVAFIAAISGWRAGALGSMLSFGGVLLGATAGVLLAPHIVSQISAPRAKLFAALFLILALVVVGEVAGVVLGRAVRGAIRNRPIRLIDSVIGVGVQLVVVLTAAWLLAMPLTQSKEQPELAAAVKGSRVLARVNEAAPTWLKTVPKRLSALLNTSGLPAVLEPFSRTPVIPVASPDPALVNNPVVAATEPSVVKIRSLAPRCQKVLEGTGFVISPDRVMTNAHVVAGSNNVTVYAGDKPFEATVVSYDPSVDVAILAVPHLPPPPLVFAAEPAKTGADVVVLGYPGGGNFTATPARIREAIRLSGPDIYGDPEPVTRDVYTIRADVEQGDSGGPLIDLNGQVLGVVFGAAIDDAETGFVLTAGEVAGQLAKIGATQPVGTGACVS
BoNT-F LC inh – inhibitors of Botulinum neurotoxin F light chain protease | 360,000 tested, 0.22% active | Multiplex microsphere protease cleavage assay, flow cytometry | inhibition, % at 10 µM; in the data active means inhibition above about 35%, passing the limit was not always enough; inconclusive means no clear call, values can overlap the other calls; further: plate controls were buffer without enzyme for full effect and enzyme alone for no effect
BioA inh – blocks M. tuberculosis BioA enzyme activity | purified M. tuberculosis BioA enzyme, plate reader | inhibition, % at 9.99 µM | 360,000 tested, 0.096% active | AID 602481; in the data active means inhibition above about 40%; inconclusive means no clear call, values can overlap the other calls
GDH-TPI inh – GDH-TPI coupled enzyme inhibition counter-screen | 360,000 tested, 1.2% active | inhibition, % at 4.8 µM | GDH-TPI coupled enzyme counterscreen, NADH absorbance | AID 588335; in the data active means inhibition above about 30%;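 further: 0% = DMSO wells and 100% = wells lacking the enzyme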
FBA Mtb inh – inhibitors of M. tuberculosis fructose-bisphosphate aldolase; purified M. tuberculosis FBA, fluorescence read-out; inhibition, % at 1 µM; 360,000 tested, 2.3% active; in the data active means inhibition above about 27%;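 further: 0% = vehicle and 100% = reference inhibitor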
PrPC surface inh – inhibitors of human cell surface prion protein PrPC; P04156; TR-FRET read-out; inhibition, % at 13.8 µM; 370,000 tested, 0.43% active; in the data active means inhibition above about 24%; further: 0% = median of the test wells and 100% = reference compound wells
Active calls of the source: *; ? = inconclusive; · = no result given.

The opening four entries as a preview:
SMILES	MazEF act	FadD28 binding	UGM FP inh	Rv3671c protease	BoNT-F LC inh	BioA inh	GDH-TPI inh	FBA Mtb inh	PrPC surface inh
CC(C)CN1CCC(=O)N(CCSc2ccc(Br)cc2)CC1	0	-1.9	0.9	1	4	1.6	6	5	-7
COCc1ccc(C(=O)OC(C)C(=O)Nc2c(C)n(C)n(-c3ccccc3)c2=O)cc1 (stereo not given)	6	0.7	·	-10	-1	-1.1	6	1	-5
COc1cccc(NC(=O)CN(C)C(=O)CCN2C(=O)C3CC=CCC3C2=O)c1 (stereo not given)	3	-1.6	·	·	·	-1.9	1	4	2
CC(=O)N=C1SC2CS(=O)(=O)CC2N1Cc1ccc(C)cc1 (stereo not given)	11	-1.5	0.5	-4	-9	0.7	14	1	-2

All compounds of this part (from the top)
SMILES	MazEF act	FadD28 binding	UGM FP inh	Rv3671c protease	BoNT-F LC inh	BioA inh	GDH-TPI inh	FBA Mtb inh	PrPC surface inh
CC(C)CN1CCC(=O)N(CCSc2ccc(Br)cc2)CC1	0	-1.9	0.9	1	4	1.6	6	5	-7
COCc1ccc(C(=O)OC(C)C(=O)Nc2c(C)n(C)n(-c3ccccc3)c2=O)cc1 (stereo not given)	6	0.7	·	-10	-1	-1.1	6	1	-5
COc1cccc(NC(=O)CN(C)C(=O)CCN2C(=O)C3CC=CCC3C2=O)c1 (stereo not given)	3	-1.6	·	·	·	-1.9	1	4	2
CC(=O)N=C1SC2CS(=O)(=O)CC2N1Cc1ccc(C)cc1 (stereo not given)	11	-1.5	0.5	-4	-9	0.7	14	1	-2
CS(=O)(=O)N(CC(=O)N1CCOCC1)Cc1ccccc1	8	2.0	-0.4	-5	0	-4.2	14	1	-2
O=S(=O)(Nc1ccccc1Cl)c1ccc2[nH]c(=S)oc2c1	2	4.0	1.3	7	-1	-0.2	-6	0	8
Cc1cc(C)nc(NC(=S)Nc2cccc(F)c2)c1	-11	-3.8	-0.5	-1	?	-0.2	-3	-1	3
NNc1nc(Nc2ccc([N+](=O)[O-])cc2)nc(N2CCCCCC2)n1	-1	-1.8	0.6	-15	-6	-2.2	16	-1	4
Cc1cccc(NC(=S)N(Cc2cccs2)Cc2cc3cc(C)cc(C)c3[nH]c2=O)c1	-29	-1.7	-0.9	4	-4	·	3	1	4
O=C(Cc1c(F)cccc1Cl)N/N=C/c1cccnc1	5	-1.6	-1.2	·	-2	0.7	13	6	-5
CN(C)S(=O)(=O)c1cccn1-c1ncc(C(F)(F)F)cc1Cl	8	-3.2	-0.8	1	?	0.6	0	2	-1
O=C(CSc1ncn[nH]1)NC1CC2CCC1C2 (stereo not given)	-1	0.3	0.1	1	-1	-0.1	4	3	-10
COc1ccc(N/C=C(\C#N)S(=O)(=O)c2ccc(Cl)cc2)c(OC)c1	3	-4.9	-1.2	3	-22	0.0	7	-2	1
CC1N(O)C(C)(C)C(c2ccccc2)=[N+]1[O-] (stereo not given)	3	-1.5	-0.7	1	-1	-0.4	13	-7	3
Cc1snc(SCc2cccc(Cl)c2)c1C#N	0	-11	0.7	-15	-22	0.4	5	-1	2
COc1ccc(C(=O)C23CC4CC(C2)CC(C(=O)c2ccc(OC)cc2)(C4)C3)cc1	-3	-4.2	2.1	-8	0	·	7	-3	9
O=S(=O)(Nc1ncccn1)c1ccccc1	5	-0.2	1.6	-7	·	-0.9	8	0	2
c1cncc(-c2nc(N3CCCCCC3)c3ccccc3n2)c1	8	-4.0	0.3	-5	-2	-3.8	9	1	-7
COC(=O)CCC(=O)OC1(C)C(=O)C=C2C=C(C3CC3)N(Cc3ccc4c(c3)OCO4)C=C2C1=O (stereo not given)	3	-1.5	5.5	-24	-41	1.6	3	1	-6
COc1cc2c(cc1OC)C(C)N(C(=O)c1sc(-c3cnccn3)nc1C)CC2 (stereo not given)	-3	·	1.3	-5	·	·	·	·	1
C/C(CC(=O)Nc1ccc2c(c1)OCCO2)=N\NC(=O)COc1ccccc1	8	·	1.0	12	-2	-0.6	4	2	0
OCC#Cc1ncc(C(F)(F)F)cc1Cl	-1	-0.9	-1.7	6	-1	·	11	2	-9
FC(F)Sc1ccc(-n2cc(-c3ccc(Cl)cc3)[n+]3c2CCC3)cc1	16	-3.0	-1.2	-5	4	·	1	1	-13
Cc1cc(NS(=O)(=O)c2ccc(NC(=S)NC(=O)c3cccnc3)cc2)no1	4	-1.1	3.3	-5	-1	·	11	3	-3
COc1cc(CNC(=O)c2cc(-c3cc(C)cc(F)c3)n[nH]2)cc(OC)c1	·	-7.9	·	·	-6	-0.4	4	-1	6
CC(=O)N1CCN(S(=O)(=O)c2cccc(C(=O)NCc3ccc(F)cc3)c2)CC1	4	-1.1	-0.2	-8	-4	5.2	5	0	4
CO/N=C(/CNC(=O)c1ccc(F)cc1)c1ccc(Cl)cc1	8	-0.2	4.8	5	4	·	-2	-1	4
CC(Oc1cc2oc(=O)c3c(c2cc1Cl)CCC3)C(=O)NCC1CCC(C(=O)O)CC1 (stereo not given)	11	-2.7	-3.6	9	0	0.3	2	3	7
CC(C)[C@@H](CSc1ccccc1)N1CCN(Cc2ccccc2)CCC1=O	6	-1.0	-1.1	2	3	-0.9	3	4	5
CCOc1ccccc1CN1CCN(C2CCSCC2)CC1CCO (stereo not given)	10	-2.8	-0.4	-6	1	2.5	-5	0	-7
Cc1ccc(OCCC(=O)OCC(=O)c2ccc3c(c2)NC(=O)CO3)cc1	-24	-0.6	2.4	-6	-9	-2.1	4	2	-6
COc1cc(C(c2nnnn2C(C)(C)C)N2CCN(c3nc4ccccc4s3)CC2)ccc1O (stereo not given)	12	-1.0	2.9	-4	9	2.1	5	0	-5
COc1ccccc1-c1noc(CCC(=O)N2CCN(c3cc(C)ccc3C)CC2)n1	-2	-0.6	·	·	0	-0.2	5	0	-2
Cc1ccc(-c2noc(CSc3nnc(CCc4ccccc4)n3-c3ccccc3)n2)cc1	-2	-2.6	-1.4	-8	2	·	6	-1	-1
COc1ccc(Br)cc1-c1noc(-c2ccncc2)n1	4	-2.0	-3.4	-1	-8	-0.5	4	-3	-1
CC(Sc1nnnn1C)C(=O)Nc1ccc(N2CCOCC2)cc1 (stereo not given)	-9	0.2	0.3	1	-33	·	-1	-6	-5
COc1ccc(OCC(O)CN(C2CCCCC2)C2CCCCC2)cc1 (stereo not given)	3	-1.1	-0.7	-9	6	1.0	12	-9	5
COc1ccc(OC)c(NC(=O)CC2C(=O)NCCN2C(=O)c2ccccc2)c1 (stereo not given)	7	-0.7	2.7	-2	-19	1.2	6	-1	-2
O=C(COC(=O)c1ccccc1OCc1ccc(F)cc1)NCC1CCCO1 (stereo not given)	-1	-3.6	-3.0	-11	·	-0.3	-4	1	-4
Cc1ccc(Nc2nnc(C)c(=O)[nH]2)cc1	6	1.6	1.7	-2	-2	·	1	5	0
COC(=O)c1sc(NC(=O)c2ccco2)nc1C	2	-1.8	-3.2	-4	1	-0.3	41*	-1	0
O=C(Nc1cc(Cl)ccc1-n1cncn1)c1cncc(Br)c1	-5	-1.3	-0.2	6	16	-4.8	10	4	-8
C=CCc1cccc2cc(C(=O)Nc3ccc(F)cc3)c(=O)oc12	0	-1.5	0.0	5	19	-0.8	4	-1	-2
CC(O)CNc1nc2ccccc2n1CC(=O)NCCc1ccc(Cl)cc1 (stereo not given)	0	-1.2	-4.4	12	2	-2.8	-3	1	-6
CCc1ccc(C(=O)NC(CCSC)C(=O)OC)cc1 (stereo not given)	1	-2.4	-4.3	-11	-1	2.7	-4	1	-5
O=C(CCC(=O)c1cccs1)OCC(=O)c1ccc(F)cc1	0	-3.7	0.5	-6	3	0.4	1	-4	-4
Cc1ccc(/C=N/NC(=O)C2=NNC(c3ccccc3)(c3ccccc3)C2)c(O)c1	-22	-4.6	2.3	3	-5	0.1	6	19	1
Cc1cccc(C)c1OCC(=O)Nc1nnc(C2CCCO2)s1 (stereo not given)	-5	-1.5	-0.4	6	-1	-0.6	15	-2	9
Cc1nc2ccccc2n1S(=O)(=O)c1ccc(Br)cc1	1	-0.9	2.4	-2	-17	·	0	-2	8
COc1cc(NC(=O)CN2CCN(S(=O)(=O)c3ccc(C(C)C)cc3)CC2)cc(OC)c1	-7	-5.6	2.9	-6	0	-0.4	1	0	-1

Two records picked at random from the list so far:
SMILES	MazEF act	FadD28 binding	UGM FP inh	Rv3671c protease	BoNT-F LC inh	BioA inh	GDH-TPI inh	FBA Mtb inh	PrPC surface inh
Cc1nc2ccccc2n1S(=O)(=O)c1ccc(Br)cc1	1	-0.9	2.4	-2	-17	·	0	-2	8
COc1cc(NC(=O)CN2CCN(S(=O)(=O)c3ccc(C(C)C)cc3)CC2)cc(OC)c1	-7	-5.6	2.9	-6	0	-0.4	1	0	-1

Part of the list above with just FBA Mtb inh:
smiles	FBA Mtb inh
O=C(CCC(=O)c1cccs1)OCC(=O)c1ccc(F)cc1	-4
Cc1ccc(/C=N/NC(=O)C2=NNC(c3ccccc3)(c3ccccc3)C2)c(O)c1	19
Cc1cccc(C)c1OCC(=O)Nc1nnc(C2CCCO2)s1 (stereo not given)	-2

Next part.
SMILES	MazEF act	FadD28 binding	UGM FP inh	Rv3671c protease	BoNT-F LC inh	BioA inh	GDH-TPI inh	FBA Mtb inh	PrPC surface inh
Cc1nn(-c2ccccc2)c(N2CCCC2)c1/C=N/NC(=S)Nc1ccccc1F	10	-5.5	-0.2	-7	4	·	19	0	0
CCOc1ccccc1NC(=O)c1cccc2ccccc12	7	0.5	-1.1	10	·	1.3	-2	-1	-2
CCOc1cc2c3c(c1)C1(C(=O)N3C(C)(C)CC2C)C(C#N)=C(N)N2C(=C1C#N)Nc1ccccc12 (stereo not given)	-8	-0.8	-0.9	-5	3	·	8	-2	-9
CC1=CC(C)C(CN(CCC[N+](C)(C)C)C(=O)Nc2ccccc2)C(C)C1 (stereo not given)	-3	-3.7	1.2	5	0	·	7	-1	2
CCCCNC(=NCc1cccc(C(F)(F)F)c1)Nc1ccccc1	11	-2.4	-2.7	-6	-5	0.9	-12	0	-13
CC(C)C[C@H]1CN([C@@H](Cc2ccc(O)cc2)CN2CCC[C@@H]2CN2C(=S)NC[C@@H]2Cc2ccccc2)C(=S)N1CC1CCCCCC1	·	-3.4	·	·	-1	-4.0	·	-4	-2
Cn1ccnc1C(O)c1cccc(OCc2ccccc2)c1 (stereo not given)	8	-2.2	-3.1	6	10	-1.0	11	-2	-4
O=C(O)c1ccc(Cl)c(NCc2ccncc2)c1	7	-0.9	·	·	5	0.2	13	-2	-3
O=C(COC(=O)CSc1ccc(F)cc1)NCCCc1ccccc1	-3	-3.7	1.1	0	7	·	0	-1	-3
CCOc1cccc(CN(C)CC2CCCN(CCc3ccc(Cl)cc3)C2)c1O (stereo not given)	-26	-3.4	0.0	3	·	1.9	3	4	2
Oc1ccc(CNC2CCCCC2)cc1	-6	-1.8	0.7	5	-19	-3.8	10	7	-5
COc1ccc(-c2cc(NC=O)c3ncc(-c4cccc(C(C)=O)c4)n3c2)cc1	·	-1.9	·	·	-8	-0.9	11	0	-3
COc1ccc(-c2nc3ccccc3c(=O)n2CCCn2ccnc2)cc1	5	-1.3	0.7	-11	6	5.3	-2	-2	-10
CCOc1cc(N2CCOCC2)c(OCC)cc1NC(=O)c1cc(S(=O)(=O)N2CCOCC2)ccc1F	10	·	-1.7	15	1	-1.3	0	2	-2
O=[N+]([O-])/C=C/c1cn(Cc2ccc(F)cc2)c2ccccc12	-42	-1.2	-3.7	-18	27	·	20	2	9
CC(C)n1c(NCc2cc(Cl)ccc2O)nc2ccccc21	5	-9.0	-2.3	5	-19	-0.4	6	-1	-9
Cn1c(/C=C/N2CCOCC2)c(C(=O)c2ccc(Br)cc2)c(=O)n(C)c1=O	3	-1.2	0.2	5	-5	12	11	6	0
CCC(C)[C@H](NC(=O)[C@@H]1Cc2ccccc2CN1)C(=O)NCc1ccc(OC)cc1 (stereo not given in full)	12	-1.6	1.0	-3	-17	0.1	9	3	-4
COCc1cc([C@@H]2C[C@H]3CN(c4ccccc4)C(=O)[C@]34CCCN24)ccc1OC	-10	-2.9	2.1	0	19	·	8	0	3
C=CCn1c(SCC(=O)N2CCCC2=O)nc2sc(CC)cc2c1=O	3	1.1	3.1	15	0	4.4	9	1	5
COc1ccc(CNC(=O)c2cccc3c(-c4cnn(C)c4)coc23)cc1OC	·	-1.4	·	·	-4	1.9	4	3	9
Cc1ccc(N2C(=O)CSC2c2cccnc2)cc1F (stereo not given)	-2	-3.0	-2.8	4	2	3.7	10	2	4
O=C1CSC(=S)N1/N=C/C=C/c1ccccc1	2	0.9	-1.1	15	11	-0.1	19	-2	8
